# aGlu spleen mod = qHTS Assay for Inhibitors and Activators of Human alpha-Glucosidase From Spleen Homogenate | human spleen homogenate, 4-MU-alpha-glucoside fluorescence | hit rate 0.006% among 240,000 | Lysosomal alpha-glucosidase (Homo sapiens), P10253 | Potency, µM (top dose mostly 79.9 µM), without a hit: top-dose activity change, negative = inhibition, most hits filed as inhibitors;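 note: 0% = enzyme with vehicle and -100% = no enzyme basal signal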
#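 Human spleen homogenate (1 ug) incubated with compounds and 1 mM 4-methylumbelliferyl-alpha-D-glucopyranoside in pH 5.0 citrate/phosphate buffer, 37 C, 40 min. Stopped at pH 10; 4-MU fluorescence (Ex 365/Em 440 nm); AC50 by Hill fit.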
# HTT aggregate = qHTS Multiplex Assay to Identify Dual Action Probes in a Cell Model of Huntington: Aggregate Formation (GFP). PC12 HttQ103-GFP aggregates, Acumen cytometry, 40 h. Potency, µM (doses to about 46.1 µM), for the others: at the top dose activity change, negative = inhibition, actives largely listed as inhibitors. AID 1688, 2009. hit rate 1.1% among 220,000; note: % is set by controls: 0 for no effect and ±100 for the full control effect; nearly all actives have a fitted effect of over 60% in size
#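 PC12 cells with ecdysone-inducible HTT exon1 Q103-GFP, induced by 100 nM tebufenozide, given compounds in a concentration series. GFP aggregates (1–25 um, 6 SD above background) counted in lysates by laser-scanning cytometry, 488 nm excitation.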
# HTT cytoprotect = qHTS Multiplex Assay to Identify Dual Action Probes in a Cell Model of Huntington: Cytoprotection (ATP). PC12 HTT-Q103 induced, cytoprotection, ATP luminescence, 40 h. Potency, µM (doses to about 56.4 µM), without a hit: cytoprotection (ATP increase), actives largely listed as activators. hit rate 0.14% among 230,000. AID 1471, 2008;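 note: % of control where 0% means no effect; nearly all actives have a fitted effect of over 45% in size; toxic huntingtin expression switched on by the ecdysone agonist tebufenozide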
#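 Compounds added alongside 100 nM tebufenozide, which induces toxic Q103 huntingtin exon 1-GFP in stable PC12 cells; surviving cells quantified by luminescent ATP measurement. Medium: phenol red-free DMEM, 5% equine and 5% calf serum.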
# GAA inh = qHTS Assay for Inhibitors of Human alpha-Glucosidase as a Potential Chaperone Treatment of Pompe Disease; hit rate 0.005% among 200,000; Potency, µM (series often up to 76.9 µM), inactives show at the top dose activity change, negative = inhibition, usual class: inhibitors; Lysosomal alpha-glucosidase (Homo sapiens), P10253; purified human GAA, 4-MU-alpha-glucoside fluorescence;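 note: plate controls were uninhibited enzyme wells for no effect and no-enzyme background for full effect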
#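 Enzyme (4 nM final) mixed with compound (up to 77 uM), then 4-MU-alpha-D-pyranoside (400 uM final) added; 20 min at room temperature, pH 5.0. Reaction stopped at pH 10, fluorescence read, AC50 derived by Hill fit.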
# RGS12 GoLoco inh = qHTS Assay for Inhibitors of RGS12 GoLoco Motif Activity (Red Fluorophore); AID 880, 2007; hit rate 0.44% among 230,000; Gai1:RGS12 GoLoco peptide FP, rhodamine, 10 min; Potency, µM (titrated, usually from 61.6 µM), for the others: top-dose activity, negative = inhibition, most hits filed as inhibitors; Guanine nucleotide-binding protein G(i) subunit alpha-1 (Homo sapiens), P63096; active = well fitted inhibition curve with a large enough effect, not every such curve was filed as active; inactive = no such curve, though single readings can be large or run the other way; note: % is set by controls: 0 for no effect and ±100 for the full control effect; nearly all actives have a fitted effect of over 30% in size; many of its hits are not listed in these tables
# Target sequence (P63096 whole entry, looked up): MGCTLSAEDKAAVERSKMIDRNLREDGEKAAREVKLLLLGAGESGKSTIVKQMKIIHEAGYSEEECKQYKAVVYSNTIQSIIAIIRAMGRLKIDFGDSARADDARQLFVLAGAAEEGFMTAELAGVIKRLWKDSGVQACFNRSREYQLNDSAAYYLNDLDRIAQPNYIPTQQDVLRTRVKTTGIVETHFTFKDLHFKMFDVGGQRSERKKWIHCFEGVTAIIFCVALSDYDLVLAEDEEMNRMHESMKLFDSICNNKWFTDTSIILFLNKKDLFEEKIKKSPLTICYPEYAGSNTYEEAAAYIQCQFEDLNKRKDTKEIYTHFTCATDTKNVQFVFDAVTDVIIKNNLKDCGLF
# IMPase Li inh = qHTS Assay for Identifying the Cell-Membrane Permeable IMPase Inhibitors: Potentiation with Lithium | hit rate 0.35% among 210,000 | AID 1457, 2008 | Potency, µM (top dose mostly 59.4 µM), for the others: top-dose activity, negative = IMPase inhibition, most hits filed as inhibitors | CHO-M1 cells, IP1 TR-FRET (IP-One), carbachol + lithium;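 note: IP1 builds up when IMPase is blocked and the TR-FRET signal falls; plate controls were basal vehicle for no effect and high inhibitor control for full effect; nearly all actives have a fitted effect of over 50% in size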
#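 CHO cells stably expressing M1 receptor (2000/well) were cultured 16–30 h, then exposed to compounds with a small lithium addition for 30 min at 37C. IP1 was measured by TR-FRET competition; AC50 from Hill fits.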
# GAA glycogen mod = qHTS Assay for Inhibitors and Activators of Human alpha-Glucosidase Cleavage of Glycogen; Lysosomal alpha-glucosidase (Homo sapiens), P10253; recombinant GAA, glycogen substrate, Amplex Red glucose oxidase fluorescence; Potency, µM (titrated, usually from 76.4 µM), without a hit: at the highest dose activity change, negative = inhibition, usual class: inhibitors; hit rate 0.38% among 300,000; AID 2100, 2009;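 note: 0% = full enzyme reaction and -100% = no-enzyme basal signal; the screen sought inhibitors and activators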
#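 Recombinant human alpha-glucosidase (4 nM final) hydrolysed bovine liver glycogen (30 ug) for 40 min at 37 C in pH 5.0 citrate/phosphate with 0.01% Tween-20. Released glucose detected by glucose oxidase/Amplex Red, Ex 573/Em 610 nm. Compounds up to 77 uM; AC50 from Hill fits.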
# An asterisk follows results filed as active; ? = inconclusive; · = not tested or not shown; & = joins results of further samples; [ ] = dose if it differs, or a comment. Unless noted, calls come from the whole dose curve; as a rule, active = well fitted curve in the direction sought with a large enough effect; inconclusive = small, poorly fitted or top-dose-only effect, or another doubt; inactive = no such curve, though single readings can be large; an effect the other way counts as inactive or inconclusive. Potency is the fitted concentration of half-maximal effect. A portion of the library. The share of hits here may be higher or lower than overall.
No.	compound	aGlu spleen mod	HTT aggregate	HTT cytoprotect	GAA inh
1	O=C(COc1ccccc1)N(Cc1cc2ccccc2[nH]c1=O)CC1CCCO1 (centres undefined)	1.6%	1.0%	-11.9%[0.074 µM]	1.4%
2	O=C(Nc1cccc(S(=O)(=O)N2CCCCC2)c1)C1CC(=O)N(Cc2ccco2)C1 (centres undefined)	-17.5%	3.4%	·	-11.0%
3	O=C(NCCOc1ccccc1Cl)C(=O)Nc1ccccc1	-2.8%	0.3%	-7.0%[10 µM]	-6.8%
4	Cc1nc2ccc(NC(=O)N3CCOCC3)cc2nc1C	-1.5%	·	·	?
5	O=C(CSc1ccc(-c2ccncc2)nn1)c1ccc(Cl)cc1	-1.9%	12.6%	-35.9%[inhibitor]	-2.0%
6	Cn1nnnc1SCC(=O)N1CCN(S(=O)(=O)c2ccc(Cl)cc2)CC1	-25.5%	7.4%[9.22 µM]	-35.1%	6.7%
7	CN(C(=O)COc1cccc(Br)c1)C1CCS(=O)(=O)C1 (centres undefined)	-0.1%	3.9%	-5.1%	-1.6%
8	C=CCn1c(=N)c(C(=O)NCCCOC)cc2c(=O)n3cccc(C)c3nc21	4.0%	-3.8%	24.4%	?
9	CCn1nc(C(=O)OCC(=O)N2CCc3ccccc32)c2ccccc2c1=O	-2.1%	?	-6.4%[10 µM]	-6.6%
10	CC1CC(=O)c2cnc(N)nc2C1 (centres undefined)	-0.2%	-11.5%	-16.9%	-5.8%
11	Cn1ccnc1SCc1cn2cc(Br)ccc2n1	-1.5%	7.8%	-29.5%	-2.3%
12	C=C(C)COc1ccc(-c2n[nH]c(C)c2-c2ccc(OC)cc2)c(O)c1	-3.8%	?	-21.9%	?
13	CCOC(=O)C1=NN(C(=O)c2cccc(Br)c2)C(O)(C(C)(C)C)C1 (centres undefined)	0.1%	-6.0%[9.22 µM]	0.8%[10 µM]	-5.1%[15.4 µM]
14	Cc1nc2c([N+](=O)[O-])c(C)c(C)cc2[nH]1	4.7%	-13.3%	-13.5%[10 µM]	-0.1%
15	CCOc1ccc(S(=O)(=O)Nc2cccc(C(=O)N3CCN(c4ccc(OC)cc4)CC3)c2)cc1	-6.4%	?	11.3%[10 µM]	?

No.	RGS12 GoLoco inh	IMPase Li inh	GAA glycogen mod
1	-26.8%	19.6%[38.3 µM]	-6.0%
2	7.5%	7.6%	-7.3%
3	0.7%	5.8%	13.9%
4	16.0%	-3.6%	3.4%
5	-2.1%	-1.2%	-7.8%
6	5.3%	8.5%	4.8%
7	-12.0%	5.3%[38.3 µM]	-2.4%
8	4.4%	4.9%[38.3 µM]	-6.9%
9	7.3%	8.9%[38.3 µM]	-4.6%
10	74.2%[activator]	-16.4%[38.3 µM]	3.7%
11	6.4%	-10.5%[38.3 µM]	8.6%
12	5.0%	10.7%[38.3 µM]	-16.4%
13	7.7%	·	?
14	5.7%	4.1%	-2.6%
15	12.7%	-5.5%[38.3 µM]	9.7%

# Part of the list above, reduced to GAA inh:
nr | Molecule | GAA inh
6 | Cn1nnnc1SCC(=O)N1CCN(S(=O)(=O)c2ccc(Cl)cc2)CC1 | 6.7%
7 | CN(C(=O)COc1cccc(Br)c1)C1CCS(=O)(=O)C1 (centres undefined) | -1.6%
8 | C=CCn1c(=N)c(C(=O)NCCCOC)cc2c(=O)n3cccc(C)c3nc21 | ?

# (further entries)
No.	compound	aGlu spleen mod	HTT aggregate	HTT cytoprotect	GAA inh
16	Cc1ccc(Cn2c(NS(=O)(=O)c3ccccc3)nc3ccccc32)cc1	-6.1%	-23.3%	-40.1%[inhibitor]	1.6%
17	CCC(C)NC(=O)c1cc(Sc2nnc(C)s2)nc2ccccc12 (centres undefined)	4.5%	33.5%	24.0%[10 µM]	-3.2%
18	COc1cccc(-c2cc(=O)c3cc(O)ccc3o2)c1	-3.5%	·	4.6%[1.9 µM]	·
19	COc1ccc(S(=O)(=O)N2CCCC(C(=O)NCc3ccco3)C2)cc1Cl (centres undefined)	-2.2%	1.0%	-8.5%	?
20	CCOC(=O)C1=NN(c2cccc(C)c2)C2(S1)SC(C(C)=O)=C(C)N2c1ccccc1 (centres undefined)	4.2%	?	13.7%[10 µM]	-10.3%
21	CCC(C)NC(=O)c1cc(C)no1 (centres undefined)	-2.7%	11.8%	12.1%	-3.1%
22	Cc1ccccc1OCc1nnc2n1CC(C)S2 (centres undefined)	-2.6%	8.7%	-13.2%[10 µM]	-7.0%
23	Cc1cccc2nc(CSc3nnc(N)s3)cn12	-3.4%	1.9%	-24.6%	-4.5%
24	CCC1=C(OC(=O)N(CC)CC)N2C(=O)OC(=NCC(=O)OC)[C@]2(C)[C@H]2C1=CC[C@H]1C(=O)NC(=O)[C@H]12	0.2%&-1.4%	-12.0%[9.22 µM]	-5.7%	·
25	Cc1cc(C)c(S(=O)(=O)Nc2ccc(C(N)=O)cc2)c(C)c1	-0.2%	-5.5%[9.22 µM]	7.1%[10 µM]	?
26	O=C(Nc1ccccc1C(=O)NCCc1ccccc1)c1ccco1	-4.6%	5.5%	-36.0%	-3.1%
27	Cc1ccc(C)c(N2CCN(CCCNC(=O)Cn3cc4c(n3)CCC(C)C4)CC2)c1 (centres undefined)	-11.0%	5.2%	-11.5%	-15.1%
28	O=C(/C=C/c1ccc(F)cc1)NCC1(c2ccccc2)CCOCC1	-12.3%	21.1%	-3.3%[10 µM]	-1.4%
29	COc1ccc(N2CCCC2=N)c(OC)c1	1.9%	21.7%[9.22 µM]	26.2%[10 µM]	·
30	COc1ccc(NCC(O)COc2ccc(C(C)(C)C)cc2)cc1 (centres undefined)	-4.6%	0.8%	·	?

No.	RGS12 GoLoco inh	IMPase Li inh	GAA glycogen mod
16	7.4%	9.0%[38.3 µM]	-2.0%
17	4.8%	-4.6%	-1.4%
18	5.5%	20.1%	·
19	1.2%	20.3%[38.3 µM]	6.1%
20	2.7%	39.6%[activator][38.3 µM]	?
21	1.1%	6.8%[38.3 µM]	7.1%
22	0.3%	29.5%[38.3 µM]	3.6%
23	15.9%	-14.3%	-0.6%
24	7.5%&9.3%	-5.8%	-3.9%
25	2.4%	0.9%	13.1%
26	-3.9%	0.9%[38.3 µM]	-13.3%
27	-1.7%	29.4%[38.3 µM]	-1.6%
28	18.0%	0.7%	-2.6%
29	-3.9%	·	1.4%
30	4.9%	5.6%	-21.5%

# (next part)
No.	compound	aGlu spleen mod	HTT aggregate	HTT cytoprotect	GAA inh
31	Cc1ccc2oc(=O)c3cnn(CC(=O)N4CCCCCC4)c3c2c1	-2.3%	-3.7%	-18.5%	-0.9%
32	COc1ccccc1N(C)S(=O)(=O)c1ccc(C(=O)O)cc1	1.5%	6.1%	-7.2%	1.7%
33	C=CC(=O)NC(C)(C)Cc1ccccc1	-4.6%	-7.2%	-6.5%	-6.6%
34	CCOC(=O)c1ccc(NC(=O)CC2C(=O)N(c3ccccc3)C(=O)N2CCCOC)cc1 (centres undefined)	3.9%	8.7%	8.7%	-9.9%
35	Cn1c(=O)c2c(nc(NCc3ccc4c(c3)OCO4)n2Cc2ccccc2)n(C)c1=O	-0.8%	?	7.6%[10 µM]	1.3%
36	C#CCOCCOCCOCCNc1nc(N2CCN(C(=O)[C@H](CCCCN)n3cc(C(N)CO)nn3)CC2)nc(N2CCN(C(=O)[C@H](CCC(=O)O)n3cc(C(N)CC(C)C)nn3)CC2)n1 (some centres undefined)	1.0%	25.7%[9.22 µM]	4.5%[10 µM]	·
37	O=C(COc1ccccc1C(=O)c1cnn(-c2ccccc2)c1)Nc1ccccc1	-4.2%	0.6%	10.4%[10 µM]	-5.8%
38	COc1ccccc1-c1n[nH]c2c1[C@H](C)CC[C@H]2C(C)C	3.1%	?	-43.8%[inhibitor]	-8.7%
39	Cn1c(CN2CCCCC2)nc2cc(NC(=O)c3ccccc3)ccc21	2.0%	-9.0%	-0.3%	8.8%
40	COc1ccc(C(=O)c2ccccc2)c(OCC(=O)N(C)C)c1	-2.0%	5.0%	-18.9%	-3.1%
41	COc1cccc(/C=N/NC(=O)c2[nH]c(C)c(C(=O)N/N=C/c3cccc(OC)c3O)c2C)c1O	-9.2%	?	-49.0%[inhibitor]	-3.1%
42	CC(C)c1ccc(C(CC(=O)O)NC(=O)c2cccs2)cc1 (centres undefined)	-8.3%	-1.0%	·	-6.0%
43	Cc1ccc(-c2nc(CS(=O)(=O)CC(=O)N3CCc4ccccc4C3)c(C)o2)cc1	-0.8%	?	0.2%	2.3%
44	Nc1ccc(-c2cn3cccnc3n2)cc1	1.0%	8.0%	-39.8%[inhibitor]	1.0%
45	COc1ncc2nc(C)c(=O)n(C3CC3)c2n1	-9.9%	·	-19.0%	·
46	CC(=O)c1cc(C#N)c(NCc2ccccc2)nc1C	3.9%	?	-23.1%	4.1%

No.	RGS12 GoLoco inh	IMPase Li inh	GAA glycogen mod
31	-18.8%	2.8%[38.3 µM]	2.1%
32	-4.3%	-0.4%	5.7%
33	3.2%	0.6%[38.3 µM]	-8.0%
34	1.9%	-0.6%[38.3 µM]	-0.4%
35	6.7%	21.2%[38.3 µM]	-1.1%
36	-3.0%	·	17.1%
37	-6.7%	8.7%	-13.4%
38	-5.4%	23.3%[38.3 µM]	-6.2%
39	1.0%	34.0%[activator][38.3 µM]	2.6%
40	-0.2%	-0.2%	-5.7%
41	15.3%	8.8%[38.3 µM]	-27.6%
42	-1.3%	10.2%	-2.6%
43	6.0%	18.3%[38.3 µM]	-0.8%
44	11.9%	0.7%	8.6%
45	32.8%[activator]	-6.5%	·
46	5.1%	8.9%	24.5%
